Screening data deposited in PubChem by Sanford-Burnham Center for Chemical Genomics.
Jurkat NFkB inh – lowers PMA/ionomycin-induced NF-kB signal in Jurkat cells | PMA/ionomycin-induced NF-kB luciferase reporter, luminescence | AID 435003 | inhibition, % at 4 µM | 0.53% of 330,000 active; in the data active = inhibition above about 50%
697 NFkB inh – lowers PMA/ionomycin-induced NF-kB signal in 697 B cells; 697 B-cell NF-kB luciferase reporter, 16 h; inhibition, % at 4 µM; 0.33% of 330,000 active; AID 435022; in the data active = inhibition above about 35%
UPR CHOP act – activators of apoptotic arm of unfolded protein response (CHOP). CHO-CHOP luciferase reporter, UPR activation, luminescence; percent of tunicamycin response over DMSO baseline. activation, % at 10 µM. 0.34% of 330,000 active. AID 449763;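 active = at 10 µM dose, activation of 40% or more, normalized to positive control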;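 note: 100% = tunicamycin at 10 µg/mL and 0% = DMSO alone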
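System: CHO-CHOP luciferase reporter cell line | Buffer or medium: F12 medium containing 10% fetal bovine serum | Doses: One dose, 10 µM in 0.5% DMSO | Times: 6 h compound exposure at 37 °C after overnight seeding | Signal: Luciferase luminescence | Read-out: % activation vs tunicamycin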
tim23-1 inh – inhibits growth of tim23-1 mutant yeast; S. cerevisiae tim23-1 growth, BacTiter-Glo luminescence, 24 h; inhibition, % at 20 µM; 1.3% of 330,000 active;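 active = growth inhibition of the mutant yeast at or above 50%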;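 note: temperature-sensitive mutant grown at 25 °C; plate controls were DMSO-treated mutant yeast for no effect and medium wells lacking yeast for full effect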
UPR XBP1 act – adaptive UPR (XBP1) activation; CHO-XBP1 luciferase reporter, IRE1-XBP1 UPR activation, luminescence; percent of tunicamycin response, DMSO as zero; activation, % at 20 µM; AID 463104; 0.33% of 330,000 active;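 active = versus positive control, 20 µM dose yields 30% or more activation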;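 note: 100% = tunicamycin at 10 µg/mL and 0% = DMSO only wells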
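assay system = CHO-XBP1 luciferase reporter cells | amount = 1000 cells/well | buffer or medium = F12 plus 10% FBS | compound dosing = single point, 20 µM final compound, 1% DMSO | incubation = 16-18 h cell attachment at 37 °C, then 6 h compound exposure | detection = Steady-Glo luminescence read | controls = tunicamycin 10 µg/mL and vehicle-only wells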
Mdm2-MdmX inh – inhibitors of human Mdm2/MdmX interaction | O15151+Q00987 | SaOS-2 split-luciferase Mdm2/MdmX complementation, luminescence | inhibition, % at 8 µM | 3% of 330,000 active | AID 485346;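 active = inhibition of at least 50% at 8 µM in the primary screen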
Target sequence (O15151 whole entry, looked up): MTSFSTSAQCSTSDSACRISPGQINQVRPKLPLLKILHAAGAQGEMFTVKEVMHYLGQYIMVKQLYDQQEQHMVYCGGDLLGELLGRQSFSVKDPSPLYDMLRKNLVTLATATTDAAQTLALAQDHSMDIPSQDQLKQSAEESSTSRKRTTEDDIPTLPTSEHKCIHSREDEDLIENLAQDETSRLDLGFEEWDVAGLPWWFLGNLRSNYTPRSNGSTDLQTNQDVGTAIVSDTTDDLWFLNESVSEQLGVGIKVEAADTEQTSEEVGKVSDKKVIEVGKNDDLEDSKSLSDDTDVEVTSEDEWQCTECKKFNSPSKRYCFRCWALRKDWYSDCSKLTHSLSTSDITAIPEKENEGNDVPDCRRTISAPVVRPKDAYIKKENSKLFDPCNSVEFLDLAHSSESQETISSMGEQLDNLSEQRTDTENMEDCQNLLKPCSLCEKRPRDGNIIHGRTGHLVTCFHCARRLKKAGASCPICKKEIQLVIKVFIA
Target sequence (Q00987 whole entry, looked up): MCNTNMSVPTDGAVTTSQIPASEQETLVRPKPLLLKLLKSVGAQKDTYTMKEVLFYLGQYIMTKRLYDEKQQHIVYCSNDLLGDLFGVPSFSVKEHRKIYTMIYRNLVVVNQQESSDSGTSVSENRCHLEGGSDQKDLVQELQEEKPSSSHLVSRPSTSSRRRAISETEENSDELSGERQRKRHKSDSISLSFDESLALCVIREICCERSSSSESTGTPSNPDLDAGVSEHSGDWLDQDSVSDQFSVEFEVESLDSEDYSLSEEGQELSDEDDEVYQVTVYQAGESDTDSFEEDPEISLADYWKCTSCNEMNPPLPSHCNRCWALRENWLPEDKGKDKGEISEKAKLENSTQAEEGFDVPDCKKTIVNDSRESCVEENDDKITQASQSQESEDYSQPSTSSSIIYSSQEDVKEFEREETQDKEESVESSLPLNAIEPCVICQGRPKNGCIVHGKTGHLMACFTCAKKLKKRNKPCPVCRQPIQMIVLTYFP
tim10-1 inh – inhibits growth of tim10-1 mutant yeast; S. cerevisiae tim10-1 ts strain growth, BacTiter-Glo, 24 h; inhibition, % at 20 µM; 2.2% of 330,000 active;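 active = inhibition of at least 40%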;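 note: mutant grown at 25 °C; 0% = DMSO wells with yeast and 100% = wells holding no yeast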
TIM10 inh – inhibits growth of TIM10 yeast strain | S. cerevisiae TIM10 strain growth, BacTiter-Glo luminescence, 24 h | 1.4% of 330,000 active | inhibition, % at 10 µM;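 active = inhibition of 40% or more at the single tested concentration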;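 note: wild-type TIM10 isogenic control strain grown at permissive 25 °C; 0% = DMSO yeast wells and 100% = minimal medium wells without yeast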
Numbers without * were called inactive.

1) Cc1cc(C)nc(N(C#N)Cc2ccc([N+](=O)[O-])cc2)n1
2) CC(C)CC(C(=O)NC(C)(C)C)N(Cc1ccccc1Cl)C(=O)c1snc(C(N)=O)c1N (stereo not drawn)
3) CCN(CC)CCSc1nnc2c3cc(C)ccc3n(Cc3ccccc3)c2n1
4) O=C(Nc1cccc2nsnc12)C1CC(=O)N(c2ccccc2)C1 (stereo not drawn)
5) COc1ccc(-c2cn[nH]c2-c2ccc(O)cc2O)cc1OC
6) CC(Oc1ccccc1)C(=O)OCC(=O)NC(=O)NCc1ccco1 (stereo not drawn)

Compound,1,2,3,4,5,6
Jurkat NFkB inh,-3,0,-12,-1,-3,10
697 NFkB inh,3,5,-13,7,11,11
UPR CHOP act,-1.2,0.7,-2.3,-2.3,-1.0,-0.3
tim23-1 inh,13,31,9,-6,1,16
UPR XBP1 act,-1,-2,-2,-2,1,-3
Mdm2-MdmX inh,-6,-19,30,21,35,22
tim10-1 inh,17,18,15,-9,0,-10
TIM10 inh,-14,5,10,-29,11,19

3 entries out of the list above, arranged by their value in tim10-1 inh, smallest number first:
entry | mol | Jurkat NFkB inh | 697 NFkB inh | UPR XBP1 act | Mdm2-MdmX inh | tim10-1 inh | TIM10 inh
4 | O=C(Nc1cccc2nsnc12)C1CC(=O)N(c2ccccc2)C1 (stereo not drawn) | -1 | 7 | -2 | 21 | -9 | -29
5 | COc1ccc(-c2cn[nH]c2-c2ccc(O)cc2O)cc1OC | -3 | 11 | 1 | 35 | 0 | 11
1 | Cc1cc(C)nc(N(C#N)Cc2ccc([N+](=O)[O-])cc2)n1 | -3 | 3 | -1 | -6 | 17 | -14

Next entries follow.
7) Cc1cccc(NC(=S)NCc2cccs2)c1C
8) C=CCN(c1nc(C)c(Br)c(OC)n1)S(=O)(=O)c1ccc(C)cc1
9) CCOC(=O)c1c(NC(=O)/C=C/c2ccc3c(c2)OCO3)sc(C)c1CC
10) COC(=O)C1CCN(C(=O)/C(C)=C\c2ccccc2)CC1
11) CC(C)N1C(=O)S/C(=C\c2ccc(-c3ccc(Cl)c(C(=O)O)c3)o2)C1=O
12) Cc1ccc2c(=O)[nH]c(Nc3nc(C)cc(-c4ccccc4)n3)nc2c1

Compound,7,8,9,10,11,12
Jurkat NFkB inh,8,9,5,-20,-48,2
697 NFkB inh,19,-9,3,-17,-127,18
UPR CHOP act,1.3,-2.0,0.6,3.3,3.2,8.1
tim23-1 inh,9,12,7,-3,19,-23
UPR XBP1 act,-1,0,-4,-4,4,33*
Mdm2-MdmX inh,0,23,-7,5,-116,28
tim10-1 inh,27,-18,10,-6,21,5
TIM10 inh,9,11,-25,-2,-7,19

Values by screen from above:
Jurkat NFkB inh, entries 8 to 12: 9, 5, -20, -48, 2
TIM10 inh, entries 8 to 12: 11, -25, -2, -7, 19
Mdm2-MdmX inh, entries 8 to 12: 23, -7, 5, -116, 28

The list goes on:
13) O=C(NCCN1C(=O)S/C(=C\c2ccccc2F)C1=O)C1CC(=O)N(Cc2ccccc2)C1 (stereo not drawn)
14) O=C1CC(c2cccc(Cl)c2)c2cc3c(cc2N1)CCC3 (stereo not drawn)
15) O=C(c1cn(-c2ccccc2)nc1-c1cccc([N+](=O)[O-])c1)N1CCCCC1
16) O=C(COc1ccc2c(-c3ccccc3)cc(=O)oc2c1)NCCCN1CCOCC1
17) O=C(NCCCn1ccnc1)C(=O)NCc1ccccc1
18) c1ccc(-c2ccc(CN3C[C@@H]4C(c5ccccc5)C5(c6cccnc6)CC4(C5)[C@H]3c3ccccc3)cc2)cc1 (stereo partly drawn)

Compound,13,14,15,16,17,18
Jurkat NFkB inh,-7,56*,1,-10,-2,17
697 NFkB inh,9,-60,-6,-41,16,16
UPR CHOP act,0.2,-2.0,-1.1,-0.1,-0.9,1.6
tim23-1 inh,10,60*,35,1,6,37
UPR XBP1 act,0,-2,0,-1,-3,-1
Mdm2-MdmX inh,21,54*,-10,10,-3,31
tim10-1 inh,13,41*,48*,2,6,37
TIM10 inh,16,13,24,15,0,24

19) COc1cc(C(=O)N2CCC(c3nc(-c4cccnc4)no3)CC2)cc(OC)c1OC
20) CN1CCC(=NNC(=O)C(=O)NC2CCCC2)CC1
21) CC(C)C(=O)Nc1nnc(Sc2ccc(N(C)C)cc2)s1
22) COc1ccccc1OCC(=O)NCc1n[nH]c(=O)c2ccccc12
23) O=C(CCC(=O)N1CCCc2ccccc21)N1CCN(S(=O)(=O)c2ccccc2)CC1
24) O=C(NCc1cccc(F)c1)c1ccc(N2C(=O)Cn3c(cc4sccc43)C2=O)cc1

Compound,19,20,21,22,23,24
Jurkat NFkB inh,11,14,2,8,18,16
697 NFkB inh,6,25,-7,13,2,9
UPR CHOP act,-0.7,0.2,-1.3,2.2,-0.3,-0.8
tim23-1 inh,1,9,5,4,8,14
UPR XBP1 act,-1,-4,3,-4,-1,0
Mdm2-MdmX inh,-5,28,-8,-20,4,14
tim10-1 inh,5,-4,7,-6,7,1
TIM10 inh,9,1,2,-11,5,15

25) CCn1c(Oc2ccc(F)cc2)nc2c1c(=O)n(C)c(=O)n2C
26) Cc1ccc(CN2CCC(CO)(CC3CCCCO3)CC2)o1 (stereo not drawn)
27) CC(=O)N1CCc2cc(S(=O)(=O)NCC(=O)NCc3ccc(Cl)cc3)ccc21
28) CCC(=O)NC(c1ccccc1)c1c(O)ccc2ccccc12 (stereo not drawn)
29) COc1ccc(/C=C2\CCCC3C2=NN(C(=O)c2scnc2C)C3c2ccc(OC)c(OC)c2)cc1OC (stereo not drawn)
30) Cc1ccc(S(=O)(=O)N2CCC(=O)N(C(COCc3cccc(C(F)(F)F)c3)C(C)C)CC2)cc1 (stereo not drawn)

Compound,25,26,27,28,29,30
Jurkat NFkB inh,22,5,5,-25,12,-5
697 NFkB inh,3,16,-16,12,9,12
UPR CHOP act,1.8,2.0,1.7,0.1,-0.1,3.4
tim23-1 inh,10,-1,10,-2,-3,-15
UPR XBP1 act,-1,-3,-3,-8,1,3
Mdm2-MdmX inh,36,-5,2,10,14,11
tim10-1 inh,15,-17,12,13,18,23
TIM10 inh,7,-15,-11,6,21,2

31) Nn1c(SCC(=O)Nc2ccc3c(c2)OCO3)nnc1-c1ccncc1
32) COc1ccc(-n2c(=O)c3c(C)c(C)sc3n(Cc3ccc(F)cc3)c2=O)c(OC)c1
33) COc1cccc(C(C(=O)NC2CCCC2)N(CC2CCCO2)C(=O)Cc2cccs2)c1 (stereo not drawn)
34) O=C(COc1ccccc1)Nc1ccc(NC(=O)c2ccco2)cc1
35) CCOC(=O)N1CCC(N2CC34C=CC(O3)C(C(=O)Nc3ccc(C(C)C)cc3)C4C2=O)CC1 (stereo not drawn)
36) CN(c1ccc(C(=O)N2CCc3ccccc3C2)cc1)S(C)(=O)=O

Compound,31,32,33,34,35,36
Jurkat NFkB inh,-17,4,-12,2,5,-28
697 NFkB inh,-3,-10,23,-17,12,-11
UPR CHOP act,4.2,2.3,-0.8,2.2,7.0,2.9
tim23-1 inh,13,37,12,15,21,0
UPR XBP1 act,-1,-2,-3,1,0,-1
Mdm2-MdmX inh,-18,13,-13,15,-13,13
tim10-1 inh,6,23,45*,-30,17,-17
TIM10 inh,1,4,14,5,4,5

37) O=C(NCC(c1ccco1)N1CCc2ccccc2C1)C(=O)Nc1ccccc1F (stereo not drawn)
38) COc1ccc(-c2nc(C#N)c(N3CCN(C(=O)c4ccco4)CC3)o2)cc1OC
39) COc1cccc(NC(=O)C(C)(C)C)c1
40) COC(=O)c1c(O)ccc(Oc2ccccc2)c1C(=O)OC
41) CCOc1ccc(NC(=O)COc2ccc3c(c2)CCC3)cc1OC
42) COc1ccc(C(=O)O)cc1S(=O)(=O)Nc1ccc2cn[nH]c2c1

Compound,37,38,39,40,41,42
Jurkat NFkB inh,15,-9,23,5,-3,-2
697 NFkB inh,11,3,23,0,18,15
UPR CHOP act,1.7,0.0,-0.1,-1.0,-3.4,-0.1
tim23-1 inh,31,25,13,23,32,12
UPR XBP1 act,-2,-2,2,1,-1,-1
Mdm2-MdmX inh,18,22,-3,6,-13,13
tim10-1 inh,21,24,-1,24,13,3
TIM10 inh,11,10,5,12,5,-4

Full records, quoted from the list. Values in the order: Jurkat NFkB inh, 697 NFkB inh, UPR CHOP act, tim23-1 inh, UPR XBP1 act, Mdm2-MdmX inh, tim10-1 inh, TIM10 inh
Nn1c(SCC(=O)Nc2ccc3c(c2)OCO3)nnc1-c1ccncc1 as listed: -17, -3, 4.2, 13, -1, -18, 6, 1
O=C(NCC(c1ccco1)N1CCc2ccccc2C1)C(=O)Nc1ccccc1F (stereo not drawn) as listed: 15, 11, 1.7, 31, -2, 18, 21, 11

(more compounds)
43) Cc1onc(-c2ccccc2)c1C(=O)Nc1nnc(-c2ccncc2)s1
44) Cn1c2c(c(=O)n(C)c1=O)[C@@]1(C(=O)Nc3ccccc31)C(C#N)=C(N)O2
45) CCOC(=O)CSc1nc(-c2cccs2)nc2c1c(=O)n(C)c(=O)n2C
46) O=C(N1CCOCC1)N1CCC(n2nnc3cc(F)ccc32)CC1
47) O=C(c1cc(-c2ccc3c(c2)OCO3)on1)N1CCN(c2ccc(F)cc2)CC1
48) CSC1=NCCN1C(=O)c1ccc(S(=O)(=O)N2CCOCC2)cc1

Compound,43,44,45,46,47,48
Jurkat NFkB inh,-5,-2,14,3,-9,1
697 NFkB inh,3,0,14,-1,9,15
UPR CHOP act,1.9,-0.8,0.0,1.0,1.3,-1.1
tim23-1 inh,31,18,0,12,6,-3
UPR XBP1 act,0,-3,-1,-2,3,2
Mdm2-MdmX inh,11,18,23,-13,23,21
tim10-1 inh,44*,35,-15,13,12,-7
TIM10 inh,24,6,-4,2,-12,-3

49) O=C(O)CCCC(=O)Nc1ccccc1C(=O)N1CCCC1
50) CN(CC(=O)Nc1ccc(Cl)cc1)C(=O)Cn1[nH]c(=O)c2ccccc2c1=O
51) C/C(CC(=O)Nc1cccnc1)=N/NC(=O)COc1ccc(Cl)cc1Br
52) CN1CCN(C(=O)CCNC(=O)Cn2cnc3ccccc3c2=O)CC1
53) O=c1[nH]c(/C=C/c2ccccc2Cl)c([N+](=O)[O-])c(=O)[nH]1
54) O=C(C(Cc1ccccc1)n1cccc1)N1CCc2ccccc21 (stereo not drawn)

Compound,49,50,51,52,53,54
Jurkat NFkB inh,1,2,-1,13,-2,3
697 NFkB inh,-2,7,-7,4,-10,13
UPR CHOP act,0.9,1.6,3.4,-0.2,1.8,4.3
tim23-1 inh,12,6,9,-3,17,18
UPR XBP1 act,0,-2,0,-7,-6,-3
Mdm2-MdmX inh,1,14,14,17,12,19
tim10-1 inh,4,-2,12,-20,9,22
TIM10 inh,-1,-5,8,5,0,6

55) O=C(O)CCc1ccc(-c2cccs2)n1NC(=O)c1ccccc1Br
56) Oc1ccc(CN2CCN(c3ncccn3)CC2)cc1
57) Cc1cccc(C(=O)NC2CCN(C(=S)NCc3ccco3)CC2)c1
58) CCC1=Nc2cc(C(=O)NCc3ccco3)ccc2Sc2ccccc21
59) CCc1cc(=O)oc2c(C)c(OCC(=O)NCC3CCC(C(=O)O)CC3)ccc12 (stereo not drawn)
60) COC(=O)c1sccc1NC(=O)Nc1ccc(OC)cc1
61) COCCCN1CN(S(=O)(=O)c2cccs2)c2nc3ccccc3nc21
62) COc1ccc(NC(=O)C2CCCC2)cc1S(=O)(=O)N1CCOCC1
63) O=C(NCCCn1ccnc1)c1cccc(Cl)c1

Compound,55,56,57,58,59,60,61,62,63
Jurkat NFkB inh,8,0,2,38,-4,-20,6,21,11
697 NFkB inh,8,17,11,0,5,-47,14,18,-5
UPR CHOP act,-0.2,0.9,-1.0,0.3,-0.4,6.4,0.4,-1.3,-1.0
tim23-1 inh,15,7,7,26,-6,40,17,7,-2
UPR XBP1 act,-2,-3,-3,-2,-2,0,-1,0,-4
Mdm2-MdmX inh,-1,11,-39,35,0,16,-9,6,10
tim10-1 inh,30,7,-8,10,-16,33,18,-1,-3
TIM10 inh,-4,-2,-9,29,-2,7,4,6,-16

No enrichment for hits; overall some 6.6% were active at least once.
